Source: PubChem BioAssay
V-ATPase pHluor = alters yeast V-ATPase proton transport; AID 504577; S. cerevisiae, pHLuorin cytosolic pH fluorescence; actives 0.37% (n = 350,000); response, % at 10 µM; in the data active = response mostly above about 7.3%, no sharp cut-off; inactive = mostly below about 5.4%; also: actives read high; inactives centre near 0; some compounds called inactive have numbers as strong as hits
Keap1-Nrf2 PPI = disrupts human Keap1 binding to Nrf2 peptide; Q14145; Keap1 Kelch-Nrf2 peptide fluorescence polarization, 1536-well; inhibition, % at 9.4 µM; actives 0.15% (n = 340,000); in the data active = inhibition above about 12%;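 also: human Keap1 Kelch domain with fluorescein labeled Nrf2 9mer peptide probe; 0% = neutral control wells and 100% = peptide positive control; higher means more block of Keap1 binding to Nrf2 peptide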
LANA DNA inh = inhibitors of KSHV LANA C-terminal domain DNA binding; AID 504423; actives 0.078% (n = 340,000); inhibition, % at 9 µM; MBP-C-LANA/FAM-LBS DNA binding, fluorescence polarization;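 active = highest replicate inhibition at or above 60% at 9 µM, even if other replicates fall short; inactive = all replicates below 60% inhibition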;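 also: 0% = neutral control wells and 100% = 4 µM acridine orange control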
RTF Ca sens inh = cardiac RTF calcium desensitization; IANBD-labeled cardiac RTF, Ca2+ fluorescence; inhibition, % at 7.15 µM; actives 0.12% (n = 340,000); AID 493244;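 active = inhibition above the mean inhibition of all tested compounds plus 3 SD, cut at about 17% in these data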;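 also: assay run at fixed EC70 calcium of 1.6 mM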
Arrestin-AP2 inh = blocks beta-arrestin peptide binding to AP2 adaptin. FITC-arrestin peptide / GST-AP2 beads, flow cytometry; AP2 beta2 appendage carries R879A mutation. inhibition, % at 10 µM. actives 0.31% (n = 340,000). AID 504490;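 active = inhibition above a set limit, near 3 SD of compounds lacking own fluorescence, cut at about 54% in these data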;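 also: plate controls were DMSO wells for no effect and 5 µM unlabelled arrestin peptide for full effect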
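System: GST-tagged AP2 beta2-adaptin appendage (R879A) on 4 µm glutathione beads / Reagent: FITC-arrestin peptide, 50 nM / Detection: HyperCyt-sampled flow cytometry, FL1 channel, ex 488/em 535 nm / Timing: 12 min plus 1 h, RT / Buffer or medium: PBS plus Tween 20 (0.05%) and BSA (0.1%)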
DAGLB inh = blocks human DAGLB lipase activity. actives 0.059% (n = 340,000). inhibition, % at 5.17 µM. Q8NCG7. AID 504411. HEK293T DAGLB membrane lysate, EnzChek fluorogenic substrate; in the data active = inhibition above about 34%;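 also: 0% = enzyme with vehicle and 100% = wells lacking enzyme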
NSD2 HMT inh = inhibitors of human histone methyltransferase NSD2. O96028. NSD2 peptide methylation, AlphaScreen, 120 min. inhibition, % at 12.5 µM. actives 0.54% (n = 310,000). AID 743445; in the data active = inhibition above about 50%
Target sequence (O96028 whole entry, looked up): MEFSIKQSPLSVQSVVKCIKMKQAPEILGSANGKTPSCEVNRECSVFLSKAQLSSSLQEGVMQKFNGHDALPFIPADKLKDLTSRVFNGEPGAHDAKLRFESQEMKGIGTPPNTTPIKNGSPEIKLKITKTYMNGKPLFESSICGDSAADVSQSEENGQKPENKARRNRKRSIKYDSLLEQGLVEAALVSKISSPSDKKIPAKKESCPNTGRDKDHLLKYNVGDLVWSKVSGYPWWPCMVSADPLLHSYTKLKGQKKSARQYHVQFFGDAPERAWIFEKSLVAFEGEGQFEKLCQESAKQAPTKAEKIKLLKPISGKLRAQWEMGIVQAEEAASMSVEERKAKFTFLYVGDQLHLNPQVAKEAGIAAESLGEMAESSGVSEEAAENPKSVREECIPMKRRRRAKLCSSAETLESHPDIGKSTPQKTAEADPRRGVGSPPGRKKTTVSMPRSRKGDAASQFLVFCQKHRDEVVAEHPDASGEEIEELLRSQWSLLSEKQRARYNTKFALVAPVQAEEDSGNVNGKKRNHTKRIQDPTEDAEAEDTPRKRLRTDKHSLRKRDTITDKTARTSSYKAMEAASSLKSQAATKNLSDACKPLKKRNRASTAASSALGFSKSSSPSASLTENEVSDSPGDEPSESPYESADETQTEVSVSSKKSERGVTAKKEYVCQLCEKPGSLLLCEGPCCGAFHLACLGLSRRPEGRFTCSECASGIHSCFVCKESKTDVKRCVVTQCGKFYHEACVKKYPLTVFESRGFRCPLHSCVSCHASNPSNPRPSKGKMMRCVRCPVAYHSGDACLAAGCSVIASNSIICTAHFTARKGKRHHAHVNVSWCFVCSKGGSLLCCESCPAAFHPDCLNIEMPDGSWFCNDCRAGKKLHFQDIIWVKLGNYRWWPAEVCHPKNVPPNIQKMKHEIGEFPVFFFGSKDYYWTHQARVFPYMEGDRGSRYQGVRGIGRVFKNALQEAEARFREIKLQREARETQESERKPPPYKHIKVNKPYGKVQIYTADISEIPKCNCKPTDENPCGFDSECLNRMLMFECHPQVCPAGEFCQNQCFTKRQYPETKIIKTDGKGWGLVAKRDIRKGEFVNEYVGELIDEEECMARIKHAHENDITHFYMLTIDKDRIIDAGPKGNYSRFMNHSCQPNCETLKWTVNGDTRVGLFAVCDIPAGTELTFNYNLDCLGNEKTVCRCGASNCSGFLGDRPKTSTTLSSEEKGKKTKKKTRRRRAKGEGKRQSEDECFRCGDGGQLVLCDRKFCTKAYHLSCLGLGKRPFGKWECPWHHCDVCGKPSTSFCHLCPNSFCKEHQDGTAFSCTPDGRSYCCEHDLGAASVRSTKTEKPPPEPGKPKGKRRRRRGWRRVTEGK
CAL PDZ FP-1 = CAL PDZ (human) peptide binding inhibition. Q9HD26. purified CAL PDZ, TMR-peptide fluorescence polarization, 1 h. inhibition, % at 24.9 µM. actives 0.92% (n = 300,000). AID 602252;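 active = mean inhibition of at least 30% with at least half of replicates also reaching 30%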;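 also: 0% = DMSO neutral control and 100% = excess unlabeled competitor peptide PRC23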
DSG3 Ab inh = inhibitors of pemphigus antibody binding to human desmoglein-3 | DSG3-coupled beads, scFv-anti-DSG3-GFP binding, flow cytometry; active compounds read low | binding (percent of control), % at 10 µM | AID 588358 | actives 0.48% (n = 310,000) | P32926;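 active = binding more than 3 SD below its plate's average and above zero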;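 also: hits lower antibody fragment binding to DSG3; some compounds called inactive have numbers as strong as hits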
CAL PDZ FP-2 = human CAL PDZ-peptide interaction inhibition | AID 504414 | purified CAL PDZ, TMR-peptide fluorescence polarization, 1 h | Q9HD26 | actives 0.02% (n = 330,000) | inhibition, % at 20 µM;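 active = highest replicate inhibition of at least 40%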;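 also: plate controls were DMSO neutral control wells for no effect and unlabeled competitor peptide control wells for full effect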
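Read-out basis: mP drop reported as inhibition | Assay system: Tagged CAL PDZ protein CerCALP, purified | Benchmarks: Unlabelled peptide for full inhibition, DMSO wells as neutral | Schedule: 1 h incubation at room temperature before polarization reading | Buffer or medium: Sodium phosphate/NaCl buffer pH 7.4 with TCEP, IgG, Thesit | Doses: Single point, 20 µM | Measured by: Fluorescence polarization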
* = called active by the depositor; · = no result given.

Order of values: V-ATPase pHluor | Keap1-Nrf2 PPI | LANA DNA inh | RTF Ca sens inh | Arrestin-AP2 inh | DAGLB inh | NSD2 HMT inh | CAL PDZ FP-1 | DSG3 Ab inh | CAL PDZ FP-2
- CN1CCN(Cc2ccc(Sc3ccc(Cl)cc3)c([N+](=O)[O-])c2)CC1
  -1 | -1 | 0.4 | 6 | 21 | 3 | 16 | -5 | 98 | -1.3
- O=C(Nc1ccncc1)c1ccccc1F
  1 | 3 | 0.8 | -1 | 6 | 0 | 2 | 0 | 97 | -1.3
- Clc1ccc(CSc2nc3ccncc3[nH]2)cc1
  0 | -2 | -2.2 | 0 | -8 | 0 | · | 2 | 103 | -0.6
- CCOC(=O)c1nn(-c2ccccc2)c(C#N)c1NC(=O)c1nn(CC)cc1Br
  -8 | -2 | 1.2 | -2 | 22 | -4 | 2 | 0 | 105 | -4.8
- O=C(NCCc1c[nH]c2ccccc12)/C(=C/c1cccnc1)NC(=O)c1ccccc1
  0 | 0 | -1.3 | 4 | 35 | -1 | 3 | 1 | 102 | -0.9
- O=C1CCc2cc(S(=O)(=O)NC(Cc3ccccc3)C(=O)N3CCN(c4ccccn4)CC3)ccc2N1 (configuration not stated)
  5 | -4 | -0.2 | -3 | 11 | 0 | -1 | -7 | 101 | 1.5
- COc1ccc(Cl)cc1NC(=O)CN(C)C(=O)c1cc2c(s1)CCCC2
  -1 | -7 | 0.7 | -4 | 0 | -13 | -3 | · | 99 | -1.3
- CCCOc1ccc(N2C(=O)CC(N(CCc3ccc(OC)c(OC)c3)C(=O)c3ccccc3)C2=O)cc1 (configuration not stated)
  3 | -6 | -0.1 | -6 | -15 | 0 | 1 | -1 | 106 | 0.4
- COc1cc(Cl)cc(/C=N/NC(N)=O)c1O
  -1 | -1 | 0.4 | 14 | 5 | 4 | 0 | -2 | 97 | -0.1
- Cc1ccc(S(=O)(=O)Nc2c(C(=O)O)[nH]c3ccccc23)c(C)c1
  -2 | -2 | 0.3 | -4 | 3 | 8 | 7 | -5 | 99 | -1.1
- CN(C)C(=O)N1CCCC(C(=O)NCCc2ccccc2)C1 (configuration not stated)
  5 | 0 | -0.8 | -7 | 22 | 3 | -2 | 0 | 104 | -0.6
- COc1ccccc1-n1c(-c2ccccc2)n[nH]c1=S
  0 | -2 | -0.6 | 0 | 3 | -2 | 4 | 1 | 104 | 0.1
- CCOc1ccc(/C=N/NC(=O)c2ccc(O)cc2)cc1CN1CC2CC(C1)c1cccc(=O)n1C2 (configuration not stated)
  -2 | 4 | 0.1 | -4 | 14 | 1 | · | -5 | 104 | -4.6
- O=C(CNC(=O)c1ccc(Br)cc1)NC1=NCCS1
  5 | -4 | 1.3 | 5 | 8 | -3 | 0 | -1 | 111 | -2.1
- O=C(NC1CC1)c1cccc(NC(=O)C2CCCCC2)c1
  -2 | 0 | -1.4 | -5 | 6 | 0 | · | -3 | 99 | -0.5
- COc1ccc(/C=N/NC(=O)c2ccc(CSc3nc(C)cc(C)n3)cc2)cc1O
  4 | -1 | 0.8 | -9 | 9 | -1 | -1 | -4 | 101 | -2.3
- O=C(NNC(=O)c1ccc(Cl)c(S(=O)(=O)Nc2ccc(Cl)cc2)c1)c1ccc(=O)[nH]c1
  -2 | 1 | 1.6 | -3 | 24 | -1 | · | -2 | 100 | -1.8
- O=C(O)C1=C[C@@H](c2ccc3c(c2)OCO3)C[C@@H](OCc2ccc(CO)cc2)O1
  -2 | -1 | 0.6 | -6 | 1 | 1 | · | 0 | 99 | 0.7
- CN(c1ccccc1)S(=O)(=O)c1ccc(NC(=O)c2ccco2)cc1
  2 | 5 | 0.2 | -9 | 1 | 1 | 0 | -7 | 97 | -2.1
- CCOc1ccc(C(=O)NC(=S)Nc2cc(C)ccn2)cc1[N+](=O)[O-]
  1 | -1 | -1.4 | 3 | 9 | 0 | · | -4 | 95 | -2.7
- CC1(C)Cc2nc(NCCCO)c(C#N)cc2CO1
  -8 | 1 | -4.3 | -2 | 13 | 2 | 2 | 12 | 96 | -0.3
- c1ccc(Cc2nc3ccccc3[nH]2)cc1
  -6 | -6 | 1.8 | 4 | 2 | 3 | · | 2 | 99 | -0.7
- O=C1CSCN1c1ccc(Cl)cc1
  -2 | -2 | 0.1 | 12 | 0 | 3 | -6 | -4 | 104 | -2.0
- Cc1sc2ncnc(-n3nnc4ccccc43)c2c1C
  -1 | -3 | -1.6 | 0 | -6 | -5 | -3 | -6 | 87 | -2.1
- COc1ccc(NS(=O)(=O)c2cc(C(=O)N3CCCCCC3)ccc2C)cc1
  2 | -6 | -0.5 | 1 | -3 | 1 | 0 | -2 | 109 | -1.5
- CC1CCc2nc3ccc(S(=O)(=O)N4CCC(C(=O)NC5CCCC5)CC4)cc3c(C(=O)O)c2C1 (configuration not stated)
  -2 | -5 | 3.1 | -9 | 2 | 1 | · | · | 103 | -1.5
- O=C(CSc1nc2ccccc2s1)N/N=C/c1ccccc1C(=O)O
  4 | -3 | -1.5 | -5 | 4 | -7 | 0 | -3 | 98 | -1.9
- CN(CCCNC(=O)CCC(=O)N1CCOc2ccc(Cl)cc21)Cc1ccccc1
  1 | -3 | -0.1 | -1 | -4 | 2 | · | · | 98 | -0.7
- CN1CN(C)c2ccc([N+](=O)[O-])c3cccc1c23
  1 | 0 | -1.6 | -1 | 36 | 10 | · | -1 | 119 | 1.5
- COc1cc(C(=O)N(CCc2ccccc2)C2CC3CCC(C2)N3C)cc(OC)c1OC (configuration not stated)
  1 | -1 | -0.6 | 0 | 6 | 2 | 0 | -2 | 109 | -0.1

(further entries)
Order of values: V-ATPase pHluor | Keap1-Nrf2 PPI | LANA DNA inh | RTF Ca sens inh | Arrestin-AP2 inh | DAGLB inh | NSD2 HMT inh | CAL PDZ FP-1 | DSG3 Ab inh | CAL PDZ FP-2
- CC(C)CCNC(=O)CNC(=S)N(CCCN1CCOCC1)Cc1cccs1
  8 | -1 | -0.6 | -4 | -11 | -1 | 1 | · | 116 | -1.0
- COC(=O)c1ccc(OC(=O)c2ccco2)cc1
  2 | 2 | 2.9 | 0 | 2 | 0 | -1 | -2 | 105 | 2.1
- Cc1cc(C)nc(/N=C(/NC(=O)Nc2ccc(Cl)c(Cl)c2)Nc2cccc(Cl)c2)n1
  -3 | -1 | 0.5 | 4 | 22 | -1 | -2 | -2 | 95 | -1.5
- O=C(/C=C/c1ccccc1Cl)Nc1cccc(S(=O)(=O)NC2=NCCCCC2)c1
  1 | -1 | 5.9 | -2 | -7 | 0 | -2 | -1 | 102 | -4.5
- Nc1n[nH]c(C2CC2)c1N=Nc1ccc(Cl)c(Cl)c1
  0 | · | · | · | 2 | · | 4 | · | 89 | ·
- COc1ccc[nH]c1=O
  0 | -2 | -1.9 | -4 | -9 | -1 | -3 | -2 | 126 | -1.9
- O=C(O)c1cc(OCc2ccccc2)cc(OCc2ccccc2)c1
  -2 | 0 | 1.2 | -1 | 8 | 7 | -3 | -3 | 89 | 0.6
- COCCNC(=O)COc1ccc(C)c(C)c1
  -3 | -2 | -0.8 | -16 | -2 | 1 | -2 | -3 | 88 | -1.7
- CCCNc1nc2c(c(=O)[nH]c(=O)n2C)n1CCc1ccccc1
  1 | -7 | 1.1 | -9 | -3 | 0 | · | · | 104 | 0.7
- O=C(CNC(=O)c1ccccc1)OCC(=O)c1cccs1
  1 | -3 | -0.8 | -4 | -1 | 1 | 0 | 0 | 100 | -2.3
- O=C(c1ccccc1)c1cc2c(cc1[N+](=O)[O-])OCCO2
  0 | 3 | -0.4 | -15 | -30 | -5 | -1 | · | 96 | -0.7
- C[n+]1cccc2c(Br)ccc([O-])c21
  1 | -10 | -1.1 | -2 | 5 | 4 | 104* | · | 111 | 0.7
- CCN(CC)S(=O)(=O)c1ccc(N2CCOCC2)c(NC(=O)Cc2ccccc2)c1
  1 | -3 | -1.1 | -5 | -3 | -1 | -1 | -1 | 111 | 0.3
- CN1CCCN(C(=O)c2cc(-c3ccc(Cl)c(Cl)c3Cl)nc3ccccc23)CC1
  1 | -5 | 2.5 | 0 | 47 | -1 | -2 | -2 | 99 | 1.6
- O=C(Nc1ccc2c(c1)OCCO2)c1cccc2nc3ccccc3nc12
  -1 | 1 | -0.3 | 2 | 21 | 0 | -8 | 0 | 103 | 0.0
- CSc1cccc(NC(=O)C2C3C=CC4(O3)C2C(=O)N(CCCN2CCOCC2)C4C(=O)NC2CCCCC2)c1 (configuration not stated)
  -2 | -2 | -0.3 | -8 | 22 | -1 | -1 | 2 | · | -0.8
- CCOc1ccccc1N(CC(=O)Nc1ccccc1F)S(=O)(=O)c1ccccc1
  3 | -3 | · | -1 | 1 | -8 | -3 | 6 | 123 | -0.4
- CCOC(=O)c1cc(-c2ccc(OC(F)F)cc2)nc2nc(SC)[nH]c(=O)c12
  0 | -2 | -2.5 | -10 | 4 | 3 | -4 | -9 | 91 | -2.9
- COC(=O)N1C(=O)[C@](c2ccc(Cl)cc2)(C(C)C)N1C(=O)OC
  1 | -57 | 0.7 | 3 | -1 | 3 | · | -2 | 98 | 0.8
- O=C(CN(Cc1ccc(F)cc1)S(=O)(=O)c1ccc(S(=O)(=O)N2CCOCC2)cc1)Nc1ccccc1
  5 | -6 | -0.8 | -11 | 4 | 0 | -4 | 1 | 104 | -0.2

An excerpt of these results, as labelled records:
CCOC(=O)c1cc(-c2ccc(OC(F)F)cc2)nc2nc(SC)[nH]c(=O)c12
  V-ATPase pHluor: 0
  Keap1-Nrf2 PPI: -2
  LANA DNA inh: -2.5
  RTF Ca sens inh: -10
  Arrestin-AP2 inh: 4
  DAGLB inh: 3
  NSD2 HMT inh: -4
  CAL PDZ FP-1: -9
  DSG3 Ab inh: 91
  CAL PDZ FP-2: -2.9
COC(=O)N1C(=O)[C@](c2ccc(Cl)cc2)(C(C)C)N1C(=O)OC
  V-ATPase pHluor: 1
  Keap1-Nrf2 PPI: -57
  LANA DNA inh: 0.7
  RTF Ca sens inh: 3
  Arrestin-AP2 inh: -1
  DAGLB inh: 3
  NSD2 HMT inh: ·
  CAL PDZ FP-1: -2
  DSG3 Ab inh: 98
  CAL PDZ FP-2: 0.8

Some of the compounds tested, so the mix of outcomes need not match the whole.
